N370S GC – inhibits or activates N370S mutant glucocerebrosidase; 0.092% of 330,000 active; P04062; N370S GC spleen homogenate, 4MU-glucoside fluorescence; AID 2101; Potency, µM (titrated, usually from 59.4 µM), without a hit: at the highest dose activity change, negative = inhibition, most hits filed as inhibitors;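 further: 0% = full enzyme activity and -100% = no enzyme basal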
TDP1 cell noCPT – qHTS for Inhibitors of human tyrosyl-DNA phosphodiesterase 1 (TDP1): qHTS in cells in absence of CPT | 15% of 420,000 active | DT40 Tdp1-/- hTDP1 cells, no CPT, ATP luminescence, 48 h | AID 686978, 2013 | Potency, µM (series often up to 46.2 µM), for inactives: at the top dose activity change, negative = growth inhibition, most hits filed as inhibitors; further: nearly all actives have a fitted effect of over 55% in size
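Seeded 400 DT40-hTDP1 cells/well (vehicle DMSO, no 20 nM CPT); pinned compounds; ≥48 hr at 37 °C; CellTiter-Glo luminescence as viability measure.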
TDP1 block – TDP1 (human) enzyme inhibition; Q9NUW8; recombinant TDP1, AlphaScreen DNA substrate cleavage; 0.28% of 350,000 active; Potency, µM (doses to about 130 µM), for inactives: at the top dose activity change, negative = inhibition, usual class: inhibitors; further: nearly all actives have a fitted effect of over 40% in size
Target sequence (Q9NUW8 whole entry, looked up): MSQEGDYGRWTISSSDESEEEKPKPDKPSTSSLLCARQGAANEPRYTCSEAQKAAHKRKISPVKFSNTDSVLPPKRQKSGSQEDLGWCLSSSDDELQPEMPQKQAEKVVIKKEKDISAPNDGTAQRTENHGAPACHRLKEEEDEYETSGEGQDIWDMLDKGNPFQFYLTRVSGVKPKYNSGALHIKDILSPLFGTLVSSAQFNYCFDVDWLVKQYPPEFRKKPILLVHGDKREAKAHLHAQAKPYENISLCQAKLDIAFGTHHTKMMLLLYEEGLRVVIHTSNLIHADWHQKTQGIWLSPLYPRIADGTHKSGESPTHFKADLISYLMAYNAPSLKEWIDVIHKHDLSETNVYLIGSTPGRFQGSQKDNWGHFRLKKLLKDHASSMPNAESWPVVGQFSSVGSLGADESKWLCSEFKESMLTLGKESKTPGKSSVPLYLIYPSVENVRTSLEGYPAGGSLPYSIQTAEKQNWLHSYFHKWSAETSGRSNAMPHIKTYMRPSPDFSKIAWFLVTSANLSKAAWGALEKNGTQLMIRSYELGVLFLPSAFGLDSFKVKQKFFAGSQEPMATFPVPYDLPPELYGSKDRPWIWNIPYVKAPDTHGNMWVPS
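E. coli-derived human Tdp1, 1 nM final. Cpd preinc 15 min RT; substrate 15 nM final, 5 min RT; AS bead mix 10 ug/ml final, 10 min RT. Signal loss = tyrosine-FITC cleavage. No-enzyme wells = max signal.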
An asterisk follows results filed as active; ? = inconclusive; . = no result given; & = joins results of further samples; [ ] = dose if it differs, or a comment. The call rests on the fitted dose curve; in most records, active means well fitted curve in the direction sought with a large enough effect; inconclusive means small, poorly fitted or top-dose-only effect, or another doubt; inactive means no such curve, though single readings can be large; an effect the other way counts as inactive or inconclusive. Unless noted, on the % scale 0 is the no-effect control and ±100 the full control effect; potency means the concentration at half of the fitted maximal effect.

SMILES	N370S GC	TDP1 cell noCPT	TDP1 block
CO/N=C/c1cccn1-c1nccc(N(C)C)c1C#N	9%	-10%	.
CCCN=C(N)NCCC[C@H](N)C(=O)O	-1%	2%	17%[56.1 µM]
O=S(=O)(c1ccccc1)N(CC1CO1)c1cccc2ccccc12 (configuration not stated)	24%	23µM*	0%
Cc1ccc(C)c(N(CC(=O)NCCc2ccccc2)C(=O)CCC(=O)Nc2ccccn2)c1	1%	-26%	0%
O=C(O)CCNC(=O)/C(=C/c1ccco1)NC(=O)c1ccco1	-19%	-2%	.
Cc1ccc(OCC(=O)Nc2nnc(S(=O)(=O)N3CCCCCC3)s2)cc1	-21%	-6%&-27%	4%
CN(C)C(=O)CSc1nc(-c2ccccc2)c(-c2ccccc2)o1	15%	?	0%
Cc1cccc2nc(-c3cccnc3)c(Nc3ccc(C(C)C)cc3)n12	.	16µM*	0%
O=c1[nH]c2cc(Cl)ccc2c(O)c1-c1cccc(Oc2ccccc2)c1	1%&11%	?	5%&-13%
CCN(CC)S(=O)(=O)c1ccc(C)c(NC(=O)/C=C/c2cccs2)c1	0%	13µM*	6%
CCc1nn(C(C)C(=O)Nc2cccc(C)c2C)c(=O)c2cc3occc3n12 (configuration not stated)	11%	?	-2%
COc1ccc(CCNC(=O)c2nnc(Cc3ccc(Cl)cc3)o2)cc1OC	-14%	?	5%&2%
O=C(NCCCN1CCc2ccccc2C1)C1CCN(c2nnc(-n3cccc3)s2)CC1	-1%	-24%	-8%
COc1ccc(CCNS(=O)(=O)c2ccc(Cl)s2)cc1OC	.	-25%	0%
O=C1c2ccccc2S(=O)(=O)N1CC(O)COc1ccc(Cl)cc1 (configuration not stated)	-1%	-5%	3%
O=S(=O)(c1ccc(Cl)cc1)N1CCC(N2CCOCC2)CC1	-7%	-12%	-3%
Cc1nc2ccccc2n2c(O)c(CC(=O)O)cc12	-6%	-15%	0%
O=C(NCC(c1ccc2c(c1)OCO2)N1CCOCC1)C(=O)Nc1ccc(F)cc1F (configuration not stated)	.	-4%	2%
Cc1ccc(N(C(=O)c2nsc(Cl)c2Cl)C(C(=O)NC2CCCC2)c2ccc(O)cc2)cc1C (configuration not stated)	?	?	5%
COc1cccc(Cn2c(=O)c(-c3cccs3)nc3cnc(OCc4ccccc4)nc32)c1	-1%	18%	.
CCN(c1cc(C)cc(C)c1)S(=O)(=O)c1nnc(NC(=O)c2cccc(F)c2)s1	.	13µM*	1%
CCn1c(SCCOc2ccc(OC)cc2)nnc1C(CO)NC(=O)c1ccc(OC)cc1 (configuration not stated)	-6%	?	7%
O=c1ccc2c(-c3ccccc3)c3ccc(O)cc3oc-2c1	25%	?	.
Cc1noc(C)c1NC(=O)N1CCN(Cc2ccccc2)CC1	9%	-5%	2%
COc1cccc(CC(C(=O)Nc2cc(C)ccc2C)c2nn[nH]n2)c1OC (configuration not stated)	5%	-6%	2%
COC(=O)CCN(C1CCCCC1)S(=O)(=O)c1ccc(S(=O)(=O)N2CCCCC2)cc1	4%	13µM*	3%
O=C1c2ccccc2C(=O)N1CCCCn1c(=O)oc2ccccc21	-5%	-2%	1%
CN(Cc1nc(-c2cccs2)no1)CC(O)c1ccccc1 (configuration not stated)	1%	?	3%
CCc1ccc(C2CC(c3ccccc3C)n3nc(N)nc3N2)cc1 (configuration not stated)	-3%	-27%	5%
CCN(CC)S(=O)(=O)c1cc(C(=O)OCC(=O)Nc2cccc(S(=O)(=O)N(C)C)c2)ccc1F	-2%	-15%	-3%
N#CC[n+]1cc(-c2ccc(Cl)cc2)n2c1CCC2	0%	0%	1%
CCCCC=O	14%	.	3%
CN(Cc1ccccc1)C(=O)COc1cccnc1[N+](=O)[O-]	6%	-1%	.
Cn1c(=O)c2cc(S(=O)(=O)NC(C(=O)N3CCCCCC3)c3ccccc3)ccc2n(C)c1=O (configuration not stated)	-10%	?	9%
COc1ccc2c(c1)nc(NCCO)n2C	-25%	6%	-5%
CNC(=O)[C@@]1(Cc2ccccc2)C=C[C@@H](C)N1C(=O)OC	9%	-11%	7%
COCCn1c(SCC(=O)N2CCCC2=O)nc2sc(C)c(C)c2c1=O	-9%	-6%	0%
O=C(Nc1ccc(Cl)cc1)c1ccc(CN2CCc3ccccc3C2)cc1	-3%	-11%	2%
COc1ccc(-n2nc([N+](=O)[O-])c(=NCCc3ccc(C)cc3)n2O)cc1	0%	?	8%
O=C(/C=C\c1cn(-c2ccccc2)nc1-c1cccs1)N1CCOCC1	2%	?	4%

Full records, quoted from the list:
`CO/N=C/c1cccn1-c1nccc(N(C)C)c1C#N` is entered as N370S GC = 9%; TDP1 cell noCPT = -10%; TDP1 block = .
`O=C(O)CCNC(=O)/C(=C/c1ccco1)NC(=O)c1ccco1` is entered as N370S GC = -19%; TDP1 cell noCPT = -2%; TDP1 block = .

More structures follow.
SMILES	N370S GC	TDP1 cell noCPT	TDP1 block
Cn1cc(SCC(=O)N2CCN(c3ccccc3)CC2)c2ccccc21	5%	?	8%
Cc1ccc(-n2nc(C)c3c(C(=O)Nc4ccc(C)cc4Cl)cc(C)nc32)cc1	.	?	1%
COc1ccccc1NC(=O)Cn1cnc2c(cnn2-c2ccc(C)c(C)c2)c1=O	14%	?	-4%
COC(=O)c1ccc(N(C(=O)c2ccco2)C(C(=O)NC2CCCC2)c2ccco2)cc1 (configuration not stated)	6%	?	1%
COc1ccc(-c2nc3c(-c4ccc(F)cc4)cnn3cc2C)cc1F	5%	15µM*	-8%
O=C(N[C@@H]1CCC(=O)N(CC[C@H](Sc2ccccc2)c2ccccc2)CC1)OCc1ccccc1	9%	23µM*	.
CCN(CC)S(=O)(=O)c1ccc(Cl)c(C(=O)NC2CCCC2)c1	-5%	?	2%
COc1ccc(NC(=O)CCN2CCN(Cc3ccccc3)CC2)c(OC)c1	-3%	?	.
O=C(CNC(=O)c1ccc(Br)o1)NCc1cccc(Cl)c1	-20%	12%	5%
O=C(C1CCN(Cc2ccc(OCc3ccccc3)cc2)CC1)N1CCCC1	7%	-25%	-3%[56.1 µM]
O=C(NNC(=S)Nc1ccccc1)c1cccs1	?	13%	-3%
CC1CCCCC1NC(=O)/C(C#N)=C/c1ccc(F)c(F)c1 (configuration not stated)	15%	-9%	3%
COc1ccc(N(CC(=O)NC2CCCCCC2)S(=O)(=O)c2ccccc2)cc1Cl	-14%	?	0%
O=CNCC(=O)NC1CCCCCC1	9%	-11%	3%
Cc1ccc(C(=O)COC(=O)CCN2C(=O)C3C4CCC(C4)C3C2=O)cc1[N+](=O)[O-] (configuration not stated)	-5%	10%	5%
CC1=C(Sc2ccccn2)C(=O)NC(C)(C)C1	-1%	-15%	5%
Cc1c(C(=O)N2CCCCC2)c(S(=O)(=O)NCCc2ccccc2)c(C)n1C	-18%	13%	4%
Cc1cccc(NS(=O)(=O)c2ccc(C3CCCCC3)cc2)c1	?	15µM*	1%
COc1ccc(C2=Nn3c(nnc3-c3cc(C)[nH]n3)SC2)cc1	2%	-29%	4%
O=C(O)C(C/C(=N/O)c1ccc(Br)cc1)P(=O)(c1ccccc1)c1ccccc1 (configuration not stated)	1%	-10%	1%
CC(=C/c1ccc(C(C)C)cc1)/C=N/NC(=O)Cn1nc(C)cc1C	17%	29µM*	2%
CC12C=CC3(O1)C(C(=O)N(c1ccccc1)C3C(=O)NC1CCCC1)C2C(N)=O (configuration not stated)	5%	-3%	1%
Cc1nc2nc(SCC(=O)NC3CCCCC3)nn2c(C)c1Cc1ccccc1Cl	.	?	0%
S=c1sc2ccccc2n1CCc1ccncc1	-3%	-27%	7%
Cc1c(CCO)c(=O)[nH]n1S(=O)(=O)c1ccc([N+](=O)[O-])cc1	-11%	7%	1%
CCc1ccc(S(=O)(=O)c2nnn(-c3cccc(C)c3)c2N)cc1	.	15µM*	2%
Cc1ccc2[nH]cc(S(=O)(=O)c3ccc(F)cc3)c(=O)c2c1	-1%	9.2µM*	.
Cc1cccc(N(C(=O)Cn2nnc3ccccc32)C(C(=O)NC(C)(C)C)c2ccsc2)c1C (configuration not stated)	3%	16µM*	6%
COC(=O)c1ccc(C(=O)OC)c(NC(=O)C(C)(C)C)c1	-19%	-6%	0%
Cc1ccc2c(c1)cc(CN(Cc1ccc3c(c1)OCO3)C(=O)c1cnccn1)c1nnnn12	24%	?	2%
Cc1cc(NC(=O)/C=C/c2ccc(Br)cc2)no1	4%	-9%	2%
CCn1c(SCC(=O)O)nnc1C1CCCCC1	2%	-1%	6%
CCOC(=O)C1CN(S(=O)(=O)c2ccc(C)cc2)c2ccccc2O1 (configuration not stated)	-11%	-20%	.
CCOC(=O)CCCCC(=O)c1[nH]c(=O)[nH]c1Cn1ccnc1	7%	-4%	-2%
O=C(CC1C(=O)NCCN1CC1CCCCC1)NCCc1ccc(F)cc1 (configuration not stated)	-1%	-14%	6%
O=C(Cn1nc(Cc2cccnc2)c2ccccc2c1=O)NCC1CCCO1 (configuration not stated)	0%	-3%	7%
COc1cccc(OCC(O)CN2CCN(CCN3C(=O)c4cccc5cccc(c45)C3=O)CC2)c1 (configuration not stated)	-9%	18µM*	5%
CC(NS(=O)(=O)c1ccc(NC(=O)N2CCCCC2)cc1)c1ccccc1 (configuration not stated)	0%	?	0%
CC1CCN(S(=O)(=O)c2ccc3c(c2)c(=O)c(C(=O)NC2CCCC2)cn3C)CC1	9%	?	4%
CC(C)(C)c1cc2ncnc(N3CCCCC3)c2s1	-15%	29µM*	.
COC(=O)CN1C(=S)N(Cc2ccccc2)C(=O)C1CC(=O)Nc1ccc(Br)cc1 (configuration not stated)	-4%	?	1%
Fc1cccc(-c2cc3nc4c(c(NCc5ccco5)n3n2)CCCC4)c1	-19%	-19%	7%
CCNC(=S)N(Cc1ccco1)Cc1cc2cc(OCC)ccc2[nH]c1=O	2%	?	0%
COc1ccccc1C(=O)Nc1ccc(C(=O)N2CCCCC2)cc1	-22%	-3%	5%
Nc1nc(C23CC4CC(CC(Cl)(C4)C2)C3)cs1	12%	?	.
Cn1c(C(=O)NCC2CCCO2)cc2c(=O)n(C)c3ccccc3c21 (configuration not stated)	3%	?	3%
O=c1oc2ccccc2c(O)c1CN1CCCCC1	8%	4%	-8%
O=C(COC(=O)CSc1ccc(F)cc1)NNC(=O)c1ccc([N+](=O)[O-])cc1	-4%	-12%	2%[0.505 µM]
CCOc1ccc(NC(=O)NC(=O)N(C)S(=O)(=O)c2ccc(C)cc2)cc1	1%	4%	5%
Cc1nc2ccccc2c(=O)n1NC(=O)Cc1ccc([N+](=O)[O-])cc1	0%	-4%	4%
O=C(N/N=C\c1cc(Br)ccc1O)c1ccc(S(=O)(=O)N2CCCCC2)cc1	-17%	2.9µM*	5%
C=C(C)c1cccc(C(C)(C)NC(=O)NC2CCN(Cc3ccccc3)CC2)c1	1%	18µM*	.
O=C(CSc1nc(=O)n2cc(Cl)ccc2n1)Nc1cccc2ccccc12	-3%	?	.
COc1ccc(NC(=O)CC2C(=O)N(c3cccc(OC)c3)C(=O)N2CCc2cccs2)cc1 (configuration not stated)	.	21µM*	-6%
COc1ccc(N2C(=O)c3ccccc3NC2c2cccnc2)cc1 (configuration not stated)	-2%	-28%	0%
CC(C)(C)C1CCC2(CC1)C(C#N)=C(SCC(=O)Nc1ccccc1)NC(=O)C2C#N (configuration not stated)	?	?	1%
CN(CC(=O)Nc1ccc(F)cc1)C(=O)CSc1nncs1	-4%	1%	1%
CCOC(=O)C1CCCN(C(=O)c2c(-c3ccccc3Cl)noc2C)C1 (configuration not stated)	6%	-28%	8%
Cn1c(N)c(C(=O)CSc2n[nH]c(N)n2)c(=O)n(C)c1=O	-1%	-3%	-8%
CN(C)C(CNC(=O)c1cccs1)c1ccco1 (configuration not stated)	.	-15%	0%

Just TDP1 cell noCPT and TDP1 block, for 7 of the compounds above:
structure	TDP1 cell noCPT	TDP1 block
Fc1cccc(-c2cc3nc4c(c(NCc5ccco5)n3n2)CCCC4)c1	-19%	7%
COc1ccccc1C(=O)Nc1ccc(C(=O)N2CCCCC2)cc1	-3%	5%
O=c1oc2ccccc2c(O)c1CN1CCCCC1	4%	-8%
CN(CC(=O)Nc1ccc(F)cc1)C(=O)CSc1nncs1	1%	1%
CCOc1ccc(NC(=O)NC(=O)N(C)S(=O)(=O)c2ccc(C)cc2)cc1	4%	5%
Nc1nc(C23CC4CC(CC(Cl)(C4)C2)C3)cs1	?	.
O=C(COC(=O)CSc1ccc(F)cc1)NNC(=O)c1ccc([N+](=O)[O-])cc1	-12%	2%[0.505 µM]

Some of these compounds in order of SMILES length, smallest number first:
SMILES	N370S GC	TDP1 cell noCPT	TDP1 block
Nc1nc(C23CC4CC(CC(Cl)(C4)C2)C3)cs1	12%	?	.
COc1ccc(N2C(=O)c3ccccc3NC2c2cccnc2)cc1 (configuration not stated)	-2%	-28%	0%
O=C(COC(=O)CSc1ccc(F)cc1)NNC(=O)c1ccc([N+](=O)[O-])cc1	-4%	-12%	2%[0.505 µM]

The list is partial; the hit share may differ from the screen's.
